Screening data as filed in PubChem.
p53null 32C kill – kills p53 null cells at the permissive temperature; H1299-neo p53 null cells, ATP luminescence, 24 h, 32C; Potency, µM (series often up to 46.1 µM), for inactives: top-dose activity change, negative = cytotoxicity, hits mostly cytotoxic; hit rate 0.62% among 55,000; AID 903;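 also: potency is read from the fitted curve at half-maximal effect; 0% = DMSO only and -100% = full killing by 100 µM tamoxifen; nearly all actives have a fitted effect of over 55% in size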
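AC50 values derive from Hill modelling of qHTS concentration-response data (up to 46 uM) in H1299-neo cells. Cells were treated 24 h at 32C following overnight attachment at 37C; viability was read as cellular ATP.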
GALK inh – inhibits human galactokinase; P51570; recombinant GALK, Kinase-Glo ATP luminescence, 1 h; Potency, µM (highest dose often 57.5 µM), without a hit: at the top dose activity, negative = inhibition, hits mostly inhibitors; 44,000 tested, under 10 active;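 also: plate controls were full GALK reaction for no effect and reaction lacking GALK for full effect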
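Human GALK (5 nM) was incubated with 35 uM ATP and 100 uM galactose in 20 mM HEPES pH 8.0 with MgCl2, NaCl, DTT and BSA for 1 h at room temperature. Remaining ATP was measured by Kinase-Glo Plus luminescence.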
NTMT1 inhibitor – inhibitors of human N-terminal methyltransferase NTMT1. NTMT1 MTase-Glo SAH luminescence, purified enzyme. Potency, µM (top dose mostly 114 µM), for the others: at the highest dose activity change, negative = inhibition, usual class: inhibitors. hit rate 2.5% among 59,000;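 also: potency is read from the fitted curve at half-maximal effect; plate controls were DMSO vehicle for no effect and no enzyme for full effect; nearly all actives have a fitted effect of over 65% in size; many of its hits are not listed in these tables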
Target sequence (Q9BV86 whole entry, looked up): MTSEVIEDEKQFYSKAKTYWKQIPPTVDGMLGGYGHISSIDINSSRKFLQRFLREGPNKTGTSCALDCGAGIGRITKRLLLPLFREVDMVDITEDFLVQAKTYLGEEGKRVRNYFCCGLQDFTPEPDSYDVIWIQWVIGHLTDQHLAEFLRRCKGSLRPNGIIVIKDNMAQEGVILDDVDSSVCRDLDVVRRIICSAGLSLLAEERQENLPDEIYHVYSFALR
p53null 39C tox – selectivity test: cytotoxicity in p53 null cells, nonpermissive temperature. H1299 p53-null (neo) cells, 39C, ATPlite viability, 24 h. Potency, µM (series often up to 46.1 µM), for the others: at the highest dose activity, negative = cell killing, most hits filed as cytotoxic. hit rate 0.97% among 55,000. AID 904;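 also: potency is read from the fitted curve at half-maximal effect; 0% = DMSO only and -100% = full killing by 100 µM tamoxifen; nearly all actives have a fitted effect of over 50% in size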
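Temperature-shift cytotoxicity format: compound titrations on p53-null or A138V-expressing H1299 cells held 24 hr at 39C, cell ATP then measured, AC50 from Hill model.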
FH mod – Identification of activators of human fumarate hydratase by quantitative high-throughput screening | hit rate 0.22% among 54,000 | FH coupled MDH/diaphorase resazurin fluorescence, 15 min | Potency, µM (titrated, usually from 79.9 µM), inactives show top-dose activity change, negative = inhibition, most hits filed as inhibitors | Fumarate hydratase, mitochondrial (Homo sapiens), P07954; also: potency is read from the fitted curve at half-maximal effect; % is scaled to controls: 0 for no effect and ±100 for the full control effect; the screen sought activators but most active calls are inhibition curves; nearly all actives have a fitted effect of over 45% in size
Target sequence (P07954 whole entry, looked up): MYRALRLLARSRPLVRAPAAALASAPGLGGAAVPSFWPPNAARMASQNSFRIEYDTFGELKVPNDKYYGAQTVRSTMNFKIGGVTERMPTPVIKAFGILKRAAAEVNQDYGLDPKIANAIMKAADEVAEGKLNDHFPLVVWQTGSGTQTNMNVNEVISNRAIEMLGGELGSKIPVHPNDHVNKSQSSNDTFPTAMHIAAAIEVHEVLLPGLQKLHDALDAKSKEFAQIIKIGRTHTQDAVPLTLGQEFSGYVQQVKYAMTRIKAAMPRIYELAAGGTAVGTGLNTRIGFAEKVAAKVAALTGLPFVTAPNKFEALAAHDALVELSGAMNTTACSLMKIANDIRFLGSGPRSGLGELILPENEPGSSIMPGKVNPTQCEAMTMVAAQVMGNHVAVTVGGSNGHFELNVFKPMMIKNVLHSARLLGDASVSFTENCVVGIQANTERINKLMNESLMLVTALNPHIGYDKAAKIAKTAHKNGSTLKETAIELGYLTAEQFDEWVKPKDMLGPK
B2AR arrestin ag – ADRB2 beta-arrestin recruitment; P07550; HTLA Tango cells, beta-arrestin recruitment, luciferase luminescence, 18 h; Potency, µM (top dose mostly 46.1 µM), without a hit: top-dose activation, hits mostly activators; 44,000 tested, under 10 active;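 also: potency is read from the fitted curve at half-maximal effect; 0% = DMSO and full agonism = EC100 isoproterenol or metaproterenol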
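Ligand-induced beta-arrestin recruitment to recombinant beta2-AR is measured via a tTA-driven luciferase reporter in Tango cells after 18 hr compound exposure at 37 degrees C. Concentrations span up to 46 microM.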
TSG101-PTAP inh – blocks PTAP binding to human TSG101, validation; Fluorescence polarization, FITC-PTAP peptide/Tsg101, 20 min; Potency, µM (doses to about 115 µM), inactives show at the highest dose activity change, negative = inhibition, usual class: inhibitors; AID 1347069; 44,000 tested, under 10 active; also: potency is read from the fitted curve at half-maximal effect; 0% is about no effect
Target sequence (Q99816 whole entry, looked up): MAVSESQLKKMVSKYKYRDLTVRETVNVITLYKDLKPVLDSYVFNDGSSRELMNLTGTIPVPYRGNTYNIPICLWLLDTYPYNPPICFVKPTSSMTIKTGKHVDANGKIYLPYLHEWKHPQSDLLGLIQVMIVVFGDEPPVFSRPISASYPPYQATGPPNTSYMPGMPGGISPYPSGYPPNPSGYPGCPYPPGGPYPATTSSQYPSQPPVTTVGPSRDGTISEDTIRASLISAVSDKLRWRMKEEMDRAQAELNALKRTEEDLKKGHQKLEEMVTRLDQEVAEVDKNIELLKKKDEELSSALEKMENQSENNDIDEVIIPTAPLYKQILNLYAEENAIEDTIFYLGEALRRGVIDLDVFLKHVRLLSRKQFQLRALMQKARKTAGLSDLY
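Steps: Tsg101 binding domain (10 uM final) in HEPES pH 7.5/NaCl/Tween 20/EDTA/TCEP; add compound; add FITC-PTAP peptide (50 nM final); incubate 20 min r.t.; read polarization.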
* hit, by the source's call; ? = inconclusive; . = no result given; [ ] = dose if it differs, or a comment. Calls follow the shape of the dose curve; as a rule, active = well fitted curve in the direction sought with a large enough effect; inconclusive = small, poorly fitted or top-dose-only effect, or another doubt; inactive = no such curve, though single readings can be large; an effect the other way counts as inactive or inconclusive. A portion of the library. The share of hits here may be higher or lower than overall.

The line under a structure holds: p53null 32C kill	GALK inh	NTMT1 inhibitor	p53null 39C tox	FH mod	B2AR arrestin ag	TSG101-PTAP inh
O=[N+]([O-])c1cc(-c2nc(-c3ccccc3)no2)ccc1NCC1CCCO1 (centres undefined)
    21.0%	-12.2%	-1.9%	6.3%	4.3%	-2.0%	-6.4%
Cc1cccc(-c2nc3nc(C)cc(NC(C)c4ccccc4)n3n2)c1 (centres undefined)
    -4.9%	-3.6%	?	-12.6%	-16.9%	2.7%	-0.8%
COc1ccc(N2CCN(S(=O)(=O)c3ccc(C4CCCCC4)cc3)CC2)cc1
    -13.2%	-1.3%	10.0%	-6.7%	3.0%	1.1%	7.0%
CCOC(=O)c1[nH]c(C)c(CCC(=O)N2CCN(c3ccc(Cl)cc3)CC2)c1C
    -11.4%	1.9%	-2.6%	-10.3%	-7.2%	0.4%	-1.9%
CCCCOC(=O)c1ccc(NC(=O)c2ccc3c(c2)CCN3S(=O)(=O)c2ccccc2)cc1
    -2.2%	1.7%	8.7%	-17.5%	-14.4%	-1.1%	-3.3%
CCOc1ccccc1C(=O)Nc1ccc2nc(N(CC)CC)cc(C)c2c1
    0.7%	3.5%	-5.4%	-15.9%	-1.5%	1.0%	-4.0%
COc1ccc(-n2c(SCC(=O)Nc3nnc(C)s3)nc3c([nH]c4ccccc43)c2=O)cc1
    -3.1%	-4.2%	7.8%	3.5%	-5.4%	?	-0.6%
CC(C)N(Cc1nc(-c2ccc(Cl)cc2)no1)C(=O)c1ccco1
    -5.8%	-0.7%	-2.6%	-9.4%	-15.2%	-2.1%	-1.2%
COc1ccc(-c2nc(CSc3nnc(C)n4c3cc3occc34)c(C)o2)cc1OC
    -1.1%	?	6.3%	-17.8%	3.1%	3.4%	0.8%
COc1cc(NC(=O)CCS(=O)(=O)c2ccc(Br)cc2)cc(OC)c1
    -28.6%	0.8%	-4.3%	6.9%	-12.4%	?	1.5%
O=C(NCCS(=O)(=O)N1CCN(c2ccc(F)cc2)CC1)c1cccc(C(F)(F)F)c1
    -10.0%	0.6%	0.7%	-13.2%	1.7%	0.1%	-1.9%
Cc1ccc(C)c(N2CCN(c3nc4ccc(C)cc4nc3-n3nc(C)cc3C)CC2)c1
    5.4%	2.7%	8.4%	-13.9%	-0.7%	0.6%	-2.7%
COc1ccc(-c2cc(C(F)(F)F)n3nc(C(=O)Nc4ccc(Cl)cc4C(F)(F)F)cc3n2)cc1OC
    .	7.5%	2.9%	.	-5.3%	-1.8%	-2.6%
COc1ccc2cc(-c3cn4c(n3)sc3cc(F)ccc34)c(=O)oc2c1
    -5.7%	-2.4%	?	-2.2%	-30.2%	-1.4%	-0.7%
Cc1ccc(-c2csc(-c3c(N)c(C(=O)c4ccc5c(c4)OCO5)n4ccccc34)n2)cc1C
    -6.2%	-1.2%	7.4%	-1.6%	-0.1%	-3.1%	3.0%
Cc1ccc(NC(=O)c2nc(S(C)(=O)=O)ncc2N(Cc2ccco2)Cc2ccco2)cc1C
    -5.3%	0.8%	4.3%	-0.4%	-21.1%	-3.0%	-1.6%
CCC(Sc1nc2cc(OC)c(OC)cc2c(=O)n1CCc1ccc(Cl)cc1)C(=O)NCCOC (centres undefined)
    -0.2%	1.1%	4.1%	1.2%	4.7%	-2.8%	-0.3%
COCCc1nn2c(=O)cc(COC(=O)c3ccccc3C)nc2s1
    -2.8%	2.5%	-5.0%	-7.4%	-5.2%	-0.6%	1.3%
CCCN(C(=O)CCc1nc(-c2ccc(OC)cc2)no1)c1ccccc1F
    20.9%	-6.5%	11.1%	-6.7%	-19.0%	0.3%	-6.3%
Cc1ccc(OCc2nc(C#N)c(NCCc3ccccc3)o2)cc1
    4.6%	1.1%	-12.1%	-24.5%	-10.2%	0.0%	-1.6%
Cc1ccc(C(=O)NCCSc2c(C)[nH]c3ccccc23)cc1C
    74.3%[activator]	5.4%	7.5%	-14.4%	?	-1.0%	-1.2%
Cn1cc(-c2cc3n(n2)CCC(=O)N3CCCC(=O)Nc2ccccc2F)c2ccccc21
    -2.4%	0.3%	-1.1%	-10.1%	-5.8%	-0.9%	0.0%
COc1cc(C2c3c(oc4ccccc4c3=O)C(=O)N2c2nc(C)c(C)s2)ccc1O (centres undefined)
    0.1%	0.0%	-19.5%	-24.2%	-3.4%	-0.2%	-5.7%
O=C(CCC1N=C2c3ccccc3N=C(SCc3ccccc3F)N2C1=O)NCCc1ccccc1 (centres undefined)
    12.5%	-2.1%	2.7%	-4.0%	4.6%	-2.9%	-7.8%
Cc1ccc(-c2cc(-c3coc4ccc(Cl)cc4c3=O)c3c(n2)-c2ccccc2OC3)cc1
    .	-1.1%	10.3%	.	-0.6%	-0.1%	-6.3%
CCc1ccc(N2CCn3c2nc2c3c(=O)n(Cc3ccc(F)cc3)c(=O)n2C)cc1
    0.3%	3.3%	-4.7%	?	7.3%	-0.9%	-1.7%
COc1cc(OC)cc(C(=O)Nc2nc(-c3nnn(-c4ccc(F)c(Cl)c4)c3C)ns2)c1
    ?	0.0%	?	?	7.6%	1.0%	3.2%
CCCc1c(C)c2ccc(O)c(CN3CCN(c4ccc(F)cc4)CC3)c2oc1=O
    3.2%	2.4%	.	2.8%	.	-1.9%	0.9%
N#Cc1ccc(NC(=O)C2Cc3ccccc3CN2S(=O)(=O)c2ccc(F)cc2)cc1 (centres undefined)
    5.1%	-1.4%	-6.9%	17.9%	-11.3%	0.4%	-1.4%
Cc1ccc(CNS(=O)(=O)c2ccc3c(c2)CCN3S(C)(=O)=O)cc1
    -8.8%	-2.4%	50.1µM*	17.3%	-23.5%	-0.9%	-1.1%

Exported with each value named: entries from further up
Molecule: Cc1ccc(C)c(N2CCN(c3nc4ccc(C)cc4nc3-n3nc(C)cc3C)CC2)c1
- p53null 32C kill: 5.4%
- GALK inh: 2.7%
- NTMT1 inhibitor: 8.4%
- p53null 39C tox: -13.9%
- FH mod: -0.7%
- B2AR arrestin ag: 0.6%
- TSG101-PTAP inh: -2.7%

Molecule: CCc1ccc(N2CCn3c2nc2c3c(=O)n(Cc3ccc(F)cc3)c(=O)n2C)cc1
- p53null 32C kill: 0.3%
- GALK inh: 3.3%
- NTMT1 inhibitor: -4.7%
- p53null 39C tox: ?
- FH mod: 7.3%
- B2AR arrestin ag: -0.9%
- TSG101-PTAP inh: -1.7%

(next part)
The line under a structure holds: p53null 32C kill	GALK inh	NTMT1 inhibitor	p53null 39C tox	FH mod	B2AR arrestin ag	TSG101-PTAP inh
COc1ccccc1NC(=O)CSc1nnc(-c2nonc2NC(C)=O)n1-c1ccccc1
    1.3%	?	-14.8%	-26.9%	9.6%	-2.3%	-6.6%
Cc1nc(-c2cccc(S(=O)(=O)N3CCC(C(=O)NCc4ccccc4)CC3)c2)no1
    7.3%	0.1%	5.0%	-1.1%	0.8%	-2.5%	2.7%
COC(=O)c1cc(NC(=O)Cn2nc(C)n3cccc3c2=O)cc(C(=O)OC)c1
    0.7%	0.5%	-0.6%	16.0%	3.8%	-3.4%	1.2%
CN(C)C(=O)c1ccc(NC(=O)Cn2nc(-c3ccccc3)c3ccccc3c2=O)cc1
    1.8%	3.4%	2.5%	-1.6%	?	-1.9%	-6.7%
COc1ccc2c(c1)cc1c(=O)n(CC(=O)NCCc3ccccc3)nc(C)n12
    -2.4%	1.5%	.	-13.8%	.	0.5%	2.8%
CCOC(=O)c1cc(OC(=O)c2cc(Cl)ccc2OC)n(-c2ccccc2)n1
    -6.7%	-8.3%	?	-26.0%	-6.1%	0.4%	-4.1%
CCOc1ccccc1CN1CCN(S(=O)(=O)c2ccccc2)CC1
    -4.5%	0.1%	-15.5%	?	?	0.1%	1.8%
CCn1cc(S(=O)(=O)c2ccccc2)c(=O)c2cc(F)c(N3CCCCCC3)cc21
    -4.4%	2.6%	-16.2%	-6.4%	?	0.4%	-3.5%
Cc1cc(Nc2cccc(C(F)(F)F)c2)nc2ccc(NC(=O)Cc3ccc(Cl)cc3)cc12
    3.2%	-0.7%	13.9%	?	?	-1.4%	-0.9%
Cc1nc2c(c(C)nn2C(C)(C)C)c(C)c1CCC(=O)Nc1ccc(F)cc1
    -3.0%	7.4%	3.9%	-23.4%	7.7%	-2.9%	-0.5%
CCOCCc1nn2c(=O)cc(COC(=O)c3ccc(NC(=O)C4CCCCC4)cc3)nc2s1
    -11.7%	-3.3%	2.7%	5.2%	11.4%	0.2%	-0.9%
CCOC(=O)C1CCN(C(c2ccc(C)cc2)c2sc3nc(-c4ccco4)nn3c2O)CC1 (centres undefined)
    -2.0%	0.7%	19.8%	6.4%	-7.0%	-3.3%	-2.7%
COc1cc(OC)c(NC(=O)Cn2c(=O)oc3cc(S(=O)(=O)N4CCCC4)ccc32)cc1Cl
    -11.1%	2.1%	5.1%	3.0%	2.0%	-1.3%	1.2%
COc1ccc(CCNc2ncnc3c2nnn3C)cc1OC
    -4.1%	-9.6%	-14.2%	8.0%	-3.3%	-4.1%	2.0%
Cc1ccc(-c2nc3sc(CCNC(=O)c4ccc(Br)o4)c(C)n3n2)cc1
    ?	-3.6%	-2.9%	?	?	-3.3%	-2.7%
COc1ccc2c(c1)CC(C(=O)NCCc1ccc(S(N)(=O)=O)cc1)CO2 (centres undefined)
    1.0%	-4.5%	?	-6.9%	-10.4%	0.5%	-4.1%
O=C(CCSCc1cccc(Cl)c1)N1CCN(c2ccc(Cl)cc2)CC1
    4.7%	-4.5%	3.7%	-2.2%	-15.5%	1.1%	-2.6%
Cc1nc(-c2ccc(S(=O)(=O)N3CCN(c4ccccc4F)CC3)cc2)co1
    25.1%	-0.4%	?	-2.8%	-8.6%	0.0%	0.1%
COc1cccc(CNC(=O)c2ccc3nc(-c4ccccc4)c(-c4ccccc4)nc3c2)c1OC
    10.8%	0.2%	-8.5%	0.2%	-13.5%	-2.1%	-7.5%
CCCc1ccc(NC(=O)C2CCCN(c3cnccn3)C2)cc1 (centres undefined)
    -0.5%	-2.6%	9.6%	-28.9%	-8.5%	-0.1%	0.7%
CCOC(=O)N1CCc2c(sc3c2c(=O)n(Cc2ccccc2)c(=O)n3CC(=O)Nc2ccccc2F)C1
    0.4%	-2.8%	10.9%	-6.4%	-10.4%	-0.2%	3.1%
O=C(NCc1ccco1)c1ccc2c(c1)N(Cc1ccc(Cl)cc1)C(=O)c1ccccc1S2(=O)=O
    0.3%	-1.6%	-9.0%	19.5%	-15.7%	1.0%	-0.7%

3 structures already listed, arranged by SMILES length, highest first.
The line under a structure holds: p53null 32C kill	GALK inh	NTMT1 inhibitor	p53null 39C tox	FH mod	B2AR arrestin ag	TSG101-PTAP inh
CCOC(=O)N1CCc2c(sc3c2c(=O)n(Cc2ccccc2)c(=O)n3CC(=O)Nc2ccccc2F)C1
    0.4%	-2.8%	10.9%	-6.4%	-10.4%	-0.2%	3.1%
O=C(NCc1ccco1)c1ccc2c(c1)N(Cc1ccc(Cl)cc1)C(=O)c1ccccc1S2(=O)=O
    0.3%	-1.6%	-9.0%	19.5%	-15.7%	1.0%	-0.7%
COc1cccc(CNC(=O)c2ccc3nc(-c4ccccc4)c(-c4ccccc4)nc3c2)c1OC
    10.8%	0.2%	-8.5%	0.2%	-13.5%	-2.1%	-7.5%
